V-ATPase pH – regulators of yeast V-ATPase proton transport | hit rate 0.37% among 350,000 | S. cerevisiae, pHLuorin cytosolic pH fluorescence | response, % at 10 µM; in the data active = response mostly above about 7.3%, no sharp cut-off; inactive = mostly below about 5.4%; also: actives read high; inactives centre near 0; some compounds called inactive have numbers as strong as hits; reference of the scale not given here
Keap1 Nrf2 FP – Keap1-Nrf2 (human) interaction inhibition; Keap1 Kelch-Nrf2 peptide fluorescence polarization, 1536-well; Q14145; AID 504523; inhibition, % at 9.4 µM; hit rate 0.15% among 340,000; in the data active = inhibition above about 12%;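 also: human Keap1 Kelch domain with fluorescein labeled Nrf2 9mer peptide probe; 0% = neutral control wells and 100% = peptide positive control; higher means more block of Keap1 binding to Nrf2 peptide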
Target sequence (Q14145 whole entry, looked up, the tested form may be a part): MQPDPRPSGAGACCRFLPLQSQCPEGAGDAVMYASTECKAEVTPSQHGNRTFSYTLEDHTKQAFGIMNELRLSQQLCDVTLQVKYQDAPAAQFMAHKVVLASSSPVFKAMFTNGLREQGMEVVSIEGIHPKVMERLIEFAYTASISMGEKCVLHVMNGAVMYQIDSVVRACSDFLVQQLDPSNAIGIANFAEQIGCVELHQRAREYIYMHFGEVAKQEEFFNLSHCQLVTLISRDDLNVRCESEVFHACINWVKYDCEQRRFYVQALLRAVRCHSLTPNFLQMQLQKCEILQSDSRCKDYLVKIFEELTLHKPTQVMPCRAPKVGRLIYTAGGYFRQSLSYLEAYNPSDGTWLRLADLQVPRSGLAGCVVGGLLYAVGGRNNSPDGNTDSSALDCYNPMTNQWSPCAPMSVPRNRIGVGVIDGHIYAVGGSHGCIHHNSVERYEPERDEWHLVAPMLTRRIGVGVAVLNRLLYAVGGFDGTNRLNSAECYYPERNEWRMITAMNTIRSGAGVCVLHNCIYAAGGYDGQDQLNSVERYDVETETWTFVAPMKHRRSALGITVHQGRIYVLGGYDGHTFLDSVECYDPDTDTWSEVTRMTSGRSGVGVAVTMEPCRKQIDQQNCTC
* = called active by the depositor. This is a subset, so the mix of outcomes need not match the whole.

Results for COc1ccc(C(=O)COC(=O)C2COc3ccccc3O2)c(OC)c1 (configuration not stated) ?
V-ATPase pH: -2

Results for Cc1ccc(S(=O)(=O)N(C)C[C@H]2OCc3cn(nn3)CCCC(=O)N([C@@H](C)CO)C[C@@H]2C)cc1 ?
V-ATPase pH: -1

What do the screens show for `COC(=O)C=CSC(=S)C1CCCC1=N` (configuration not stated)?
V-ATPase pH: 3

How did CC(OC(=O)c1cccc(S(=O)(=O)N2CCOCC2)c1)C(=O)NCC1CCCCC1 (configuration not stated) do in these assays?
V-ATPase pH: 1

How did CSCCC(C)N1CCC(Oc2ccc(C(=O)NCc3ccccn3)cc2)CC1 (configuration not stated) do in these assays?
V-ATPase pH: -2

Results for Cc1cccc(OCC(=O)Nc2ccc(C(=O)Nc3ccccc3C(=O)O)cc2)c1 ?
V-ATPase pH: -2

What do the screens show for `C/C(=N/NC(=O)c1ccc(C(C)(C)C)cc1)c1cccnc1`?
V-ATPase pH: -1

How did Cc1cn([C@H]2C[C@H](O)[C@@H](CNC(=O)[C@H]3CCC(=O)N3)O2)c(=O)[nH]c1=O do in these assays?
V-ATPase pH: 1

What do the screens show for `c1ccc(Oc2nc(-c3ccccn3)nc3ccccc23)cc1`?
V-ATPase pH: 3

How did COc1cc(OC)cc(C(=O)NCCc2ccc(OC)c(OC)c2)c1 do in these assays?
V-ATPase pH: -4

How did COc1ncnc2c1ncn2CCCNCc1ccco1 do in these assays?
V-ATPase pH: -1

What do the screens show for `Cc1ccccc1C(=O)NCC(=O)c1ccccc1`?
V-ATPase pH: -1

How did Cn1nccc1C(=O)Nc1cc(Cl)ccc1Cl do in these assays?
V-ATPase pH: -1

How did CC(=O)N=C1SC2CS(=O)(=O)CC2N1Cc1ccc(C)cc1 (configuration not stated) do in these assays?
V-ATPase pH: -3

Results for C[C@@H]1CN([C@@H](C)CO)C(=O)c2cc(Br)cnc2O[C@H]1CN(C)C(=O)NC1CCCC1 ?
V-ATPase pH: -2

What do the screens show for `C[C@H]1CN([C@@H](C)CO)C(=O)CCCn2cc(nn2)CO[C@@H]1CN(C)S(=O)(=O)c1ccc(C#N)cc1`?
V-ATPase pH: 1

Results for CCSc1nnc(NC(=O)C2CCCN(C(=O)c3ccc(Cl)cc3)C2)s1 (configuration not stated) ?
V-ATPase pH: 3

What do the screens show for `COc1cccc(NC(=S)NC2CC(C)CC(C)(C)C2)c1` (configuration not stated)?
V-ATPase pH: 0

What do the screens show for `C[C@@H]1CN([C@H](C)CO)C(=O)c2c(c3ccccc3n2C)-c2ccccc2CO[C@@H]1CN(C)C(=O)Nc1ccccc1C(F)(F)F`?
V-ATPase pH: 2

How did COc1ccccc1-c1ccc2c(c1)O[C@@H](CN(C)C(=O)c1ccncc1)[C@H](C)CN([C@@H](C)CO)S2(=O)=O do in these assays?
V-ATPase pH: -1

What do the screens show for `CCOC(=O)C1CCC(C(=O)OCC)N1c1ccc(C=O)cc1` (configuration not stated)?
V-ATPase pH: 1

Results for CCc1cc(C(=O)OCC(=O)NCCc2ccccc2)sc1C ?
V-ATPase pH: 0

How did CC(C)(C)OC(=O)NCCc1onc(-c2ccccc2F)c1C(=O)O do in these assays?
V-ATPase pH: 1

What do the screens show for `O=C(CCCN1C(=O)/C(=C\c2cccs2)SC1=S)Nc1ccccc1O`?
V-ATPase pH: -4

What do the screens show for `CCOc1ccc(-n2cnc3sc4c(c3c2=O)CCCC4)cc1`?
V-ATPase pH: 2

Results for C[C@@H]1CN([C@H](C)CO)C(=O)CCCn2nncc2CO[C@@H]1CN(C)S(=O)(=O)c1cn(C)cn1 ?
V-ATPase pH: -4

What do the screens show for `Cn1c(SCc2ccccc2)nc(N)c(N=O)c1=O`?
V-ATPase pH: 1

How did C[C@@H]1CN([C@@H](C)CO)C(=O)CCCn2nncc2CO[C@H]1CN(C)C(=O)c1ccc(N2CCN(C)CC2)cc1 do in these assays?
V-ATPase pH: -3

Results for COc1cccc(CNC[C@H]2O[C@@H](n3ccc(N)nc3=O)[C@H](O)[C@@H]2O)c1OCc1ccc(F)cc1Cl ?
V-ATPase pH: 1

What do the screens show for `CC(C)(CN1CCCN(CC(C)(C)C(=O)O)C1=O)C(=O)O`?
V-ATPase pH: 0

How did COC(=O)/C=C1\N/C(=N\c2nc(C)cc(C)n2)N(c2ccccc2)C1=O do in these assays?
V-ATPase pH: -2

How did CN(CC(=O)Nc1ccc(F)cc1)C(=O)COC(=O)c1nc(Cl)ccc1Cl do in these assays?
V-ATPase pH: -1

How did O=C(C=C1NCCN1)c1ccccc1 do in these assays?
V-ATPase pH: 4

What do the screens show for `CSc1ncccc1C(=O)NNC(=O)c1csc(N2CCOCC2)n1`?
V-ATPase pH: 1

What do the screens show for `CN1OC[C@@H]2CN(S(=O)(=O)c3cccc4ccccc34)[C@H](c3ccc(-c4ccccc4)cc3)C[C@@H]21`?
V-ATPase pH: -3

What do the screens show for `Cc1cc(Cl)ccc1OCC(=O)OCC(=O)Nc1ccc(Cl)cn1`?
V-ATPase pH: 0

What do the screens show for `FC(F)(F)C(F)(F)c1nc2nc(Cl)c(Cl)nc2[nH]1`?
V-ATPase pH: 6

How did C[C@H]1CN([C@@H](C)CO)C(=O)CCCn2nncc2CO[C@H]1CN(C)S(=O)(=O)c1ccccc1 do in these assays?
V-ATPase pH: -1

What do the screens show for `Cc1ccc(Oc2nc(-c3ccccn3)nc3ccccc23)cc1`?
V-ATPase pH: -4

How did Cc1ccc(C)c(OCc2cc(C(=O)N3CCN(C4CCCCC4)CC3)no2)c1 do in these assays?
V-ATPase pH: -3

Results for C[C@H](O)[C@@H]1C(=O)N2CCc3ccc(-c4ccccc4)cc3[C@@H]2C[C@@H]1N(C)C(=O)c1ccco1 ?
V-ATPase pH: -1

How did Cc1onc(-c2ccccc2)c1C(=O)OCC(=O)c1ccc[nH]1 do in these assays?
V-ATPase pH: 2

How did O=C(CNC(=O)c1ccccc1)Oc1cccc(Cl)c1 do in these assays?
V-ATPase pH: 4

Results for CC1=C(C(=O)N2CCOCC2)CC(CC(=O)NCCCCc2ccccc2)C(=O)N1Cc1ccc(C(C)(C)C)cc1 (configuration not stated) ?
V-ATPase pH: 1

Results for CCCS(=O)(=O)C/C(N)=N/OC(=O)c1ccccc1Cl ?
V-ATPase pH: 0

How did CCCc1nc2sc3ccccc3c(=O)c2c(=O)n1Cc1ccc(OC)cc1 do in these assays?
V-ATPase pH: 5

Results for O=[N+]([O-])c1ccc(Nc2ccccc2O)c([N+](=O)[O-])c1 ?
V-ATPase pH: 1

Results for CCN1C(=O)[C@H]2[C@@H](c3ccc(OC)cc3)N[C@]3(CCCN(Cc4ccc(Cl)cc4)C3=O)[C@H]2C1=O ?
V-ATPase pH: 6

What do the screens show for `COc1cc(C=Cc2nnc3c4ccccc4cnn23)cc(OC)c1OC`?
V-ATPase pH: 0

What do the screens show for `COc1ccc(CN(CCCn2cnc3c(OC)ncnc32)CCCn2cnc3c(OC)ncnc32)cc1`?
V-ATPase pH: 2

How did Cc1ccc(C#CC[N+]2(C)CCCCC2)cc1 do in these assays?
V-ATPase pH: 3

Results for NC(=S)NN=Cc1nccc2c(N)cccc12 ?
V-ATPase pH: -2

What do the screens show for `COc1cc(OC)cc(C(=O)Nc2ccc(S(=O)(=O)Nc3cnc4ccccc4n3)cc2)c1`?
V-ATPase pH: 1

How did Cc1ccc(C(O)P(=O)(OC(C)C)c2ccc(N(C)C)cc2)cc1 (configuration not stated) do in these assays?
V-ATPase pH: -1

Results for COc1ccc(CCNC(=O)CCc2ccccc2)cc1OC ?
V-ATPase pH: -4

Results for C[C@H]1CN(c2ccccc2)C(=O)[C@@H]1CC(=O)Nc1ccc(Br)cc1 ?
V-ATPase pH: 0

Results for COCCCNC(=S)N/N=C/c1cccc(OC)c1O ?
V-ATPase pH: -1

How did CC(=O)N1C[C@H]2CON(C)[C@H]2C[C@H]1c1cccc(-c2cc(Cl)cc(Cl)c2)c1 do in these assays?
V-ATPase pH: 1

How did C=CCn1c(=S)sc2c(=O)[nH]cnc21 do in these assays?
V-ATPase pH: 6

Results for COC(=O)c1ccccc1N=NNc1ccc([N+](=O)[O-])cc1 ?
V-ATPase pH: -1

What do the screens show for `CCCN(C(=O)COC(=O)CCC(=O)c1ccccc1)c1c(N)n(Cc2ccccc2)c(=O)[nH]c1=O`?
V-ATPase pH: 9.1*

How did C#CCN(C[C@H]1[C@H](OC(=O)NCC2CCCCC2)[C@H](OC(=O)NCC2CCCCC2)C[C@H]2C(=O)N(c3ccccc3)C(=O)[C@@H]12)S(=O)(=O)c1ccc(C)cc1 do in these assays?
V-ATPase pH: 1

Results for COc1ccc(-n2c(SCC(=O)NCC3CCCO3)nc3ccccc3c2=O)cc1Cl (configuration not stated) ?
V-ATPase pH: -1

What do the screens show for `Cc1ccc(C(=O)Nc2ccc(S(=O)(=O)N3CCOCC3)cc2)cc1Br`?
V-ATPase pH: -4

Results for CCOC(=O)c1c(/N=C/C2=C(O)CCCC2=O)sc2c1CCCC2 ?
V-ATPase pH: 0

Results for NS(=O)(=O)c1ccc(CCNC(=O)CSc2nc3ccsc3c(=O)n2Cc2ccccn2)cc1 ?
V-ATPase pH: -2

What do the screens show for `O=C(COc1ccc(Cl)cc1Cl)NCCN1CCCC1`?
V-ATPase pH: -2

What do the screens show for `COc1ccc(N(CC(=O)N2CCN(c3ccccc3)CC2)S(=O)(=O)c2ccccc2)cc1`?
V-ATPase pH: -1

How did CC(NC(=O)C1CCCN1C(=O)c1cccs1)c1ccc(Cl)cc1Cl (configuration not stated) do in these assays?
V-ATPase pH: 2

What do the screens show for `Cc1ccc(S(=O)(=O)N2C[C@H]3N(C(=O)OC(C)C)N(C(=O)OC(C)C)C[C@H](OC(=O)NC4CCCC4)[C@@]3(O)C2)cc1`?
V-ATPase pH: 0

How did COCCN(CC(=O)Nc1cccc(C)c1C)C(=O)/C=C/c1ccc2c(c1)OCCO2 do in these assays?
V-ATPase pH: 0

What do the screens show for `Cc1ccc(SCC(=O)c2ccc(CC(=O)O)s2)cc1`?
V-ATPase pH: 1

What do the screens show for `O=C(c1ccc(CS(=O)c2ccccc2Cl)o1)N1CCN(C2CCCCC2)CC1` (configuration not stated)?
V-ATPase pH: 0

Results for Cc1ccccc1S(=O)(=O)N(C)C[C@@H]1OCc2cnnn2CCCC(=O)N([C@H](C)CO)C[C@H]1C ?
V-ATPase pH: -1

What do the screens show for `C[C@@H]1CN([C@@H](C)CO)C(=O)CCCn2nncc2CO[C@H]1CN(C)C(=O)Nc1ccc(C(F)(F)F)cc1`?
V-ATPase pH: 4

For reference, some entries already given:
What do the screens show for `Cc1ccc(C(=O)Nc2ccc(S(=O)(=O)N3CCOCC3)cc2)cc1Br`?
V-ATPase pH: -4

Results for CCOC(=O)c1c(/N=C/C2=C(O)CCCC2=O)sc2c1CCCC2 ?
V-ATPase pH: 0

Results for NS(=O)(=O)c1ccc(CCNC(=O)CSc2nc3ccsc3c(=O)n2Cc2ccccn2)cc1 ?
V-ATPase pH: -2

What do the screens show for `O=C(COc1ccc(Cl)cc1Cl)NCCN1CCCC1`?
V-ATPase pH: -2

What do the screens show for `COc1ccc(N(CC(=O)N2CCN(c3ccccc3)CC2)S(=O)(=O)c2ccccc2)cc1`?
V-ATPase pH: -1

How did CC(NC(=O)C1CCCN1C(=O)c1cccs1)c1ccc(Cl)cc1Cl (configuration not stated) do in these assays?
V-ATPase pH: 2

What do the screens show for `Cc1ccc(S(=O)(=O)N2C[C@H]3N(C(=O)OC(C)C)N(C(=O)OC(C)C)C[C@H](OC(=O)NC4CCCC4)[C@@]3(O)C2)cc1`?
V-ATPase pH: 0

How did COCCN(CC(=O)Nc1cccc(C)c1C)C(=O)/C=C/c1ccc2c(c1)OCCO2 do in these assays?
V-ATPase pH: 0

What do the screens show for `Cc1ccc(SCC(=O)c2ccc(CC(=O)O)s2)cc1`?
V-ATPase pH: 1

What do the screens show for `O=C(c1ccc(CS(=O)c2ccccc2Cl)o1)N1CCN(C2CCCCC2)CC1` (configuration not stated)?
V-ATPase pH: 0

Results for Cc1ccccc1S(=O)(=O)N(C)C[C@@H]1OCc2cnnn2CCCC(=O)N([C@H](C)CO)C[C@H]1C ?
V-ATPase pH: -1

What do the screens show for `C[C@@H]1CN([C@@H](C)CO)C(=O)CCCn2nncc2CO[C@H]1CN(C)C(=O)Nc1ccc(C(F)(F)F)cc1`?
V-ATPase pH: 4

Following part:
How did COc1cc2c(cc1OC)C1CCc3cc4c(cc3C1N=C2)OCO4 (configuration not stated) do in these assays?
V-ATPase pH: -3

What do the screens show for `O=C(O)C(Cc1ccccc1)N1C(=O)C=CC1=O` (configuration not stated)?
V-ATPase pH: 1

What do the screens show for `CCN(CC)C(=S)SCC(=O)Nc1ncc2c(n1)CC(C)(C)CC2=O`?
V-ATPase pH: 1

What do the screens show for `O=C(CC1CCCC1)NCCS(=O)(=O)N1CCN(c2ccccc2)CC1`?
V-ATPase pH: 2

What do the screens show for `CCCCn1c(SCC(=O)NC2CC2)nc2cc(C(=O)OC)ccc2c1=O`?
V-ATPase pH: -1

What do the screens show for `COc1cc(C(=O)NN=Cc2ccc(N(C)C)cc2)cc(OC)c1OC`?
V-ATPase pH: 3

Results for COCCNC(=O)CSc1nc(N)c(NC(=O)c2ccco2)c(=O)[nH]1 ?
V-ATPase pH: 3

Results for O=C(CC1CC1)Nc1ccc2c(c1)[C@@H]1C[C@H](CC(=O)NC3CCCC3)O[C@@H](CO)[C@@H]1O2 ?
V-ATPase pH: 1

How did COc1ccc(C(C#N)=Cc2cccc(OC)c2OC)cc1 do in these assays?
V-ATPase pH: 1

Results for CC(OC(=O)C1COc2ccccc2O1)C(=O)c1ccccc1 (configuration not stated) ?
V-ATPase pH: 1

Results for COc1ccc(C(=O)N2C=Cc3ccccc3C2C#N)cc1 (configuration not stated) ?
V-ATPase pH: -1

What do the screens show for `O=C(NC1(O)C(=O)c2ccccc2C1=O)c1c(Cl)cccc1Cl`?
V-ATPase pH: -2; Keap1 Nrf2 FP: 19*

How did CNC(=S)Nc1cccc(C(=O)OC)c1 do in these assays?
V-ATPase pH: 1; Keap1 Nrf2 FP: 41*
